JMJD2E inh = inhibitors of human JMJD2E histone demethylase; B2RXH2; 230,000 tested, 1.6% active; Potency, µM (series often up to 57.1 µM), for the others: top-dose activity change, negative = inhibition, most hits filed as inhibitors; AID 2147; JMJD2E catalytic domain, FDH-coupled NADH fluorescence (FDH is formaldehyde dehydrogenase); active = well fitted inhibition curve with a large enough effect, not every such curve was filed as active; inconclusive = small, poorly fitted or top-dose-only effect, or another doubt; inactive = no such curve, though single readings can be large or run the other way;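 also: 0% = wells with enzyme and -100% = buffer wells without enzyme; nearly all actives have a fitted effect of over 50% in size; many of its hits are not listed in these tables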
GoLoco inh red = blocks human Gai1 binding to RGS12 GoLoco peptide, red readout; P63096; Gai1:RGS12 GoLoco peptide FP, rhodamine, 10 min; 230,000 tested, 0.44% active; Potency, µM (highest dose often 61.6 µM), inactives show at the top dose activity, negative = inhibition, most hits filed as inhibitors; active = well fitted inhibition curve with a large enough effect, not every such curve was filed as active; inactive = no such curve, though single readings can be large or run the other way; also: % is scaled to controls: 0 for no effect and ±100 for the full control effect; nearly all actives have a fitted effect of over 30% in size; many of its hits are not listed in these tables
Target sequence (P63096 whole entry, looked up): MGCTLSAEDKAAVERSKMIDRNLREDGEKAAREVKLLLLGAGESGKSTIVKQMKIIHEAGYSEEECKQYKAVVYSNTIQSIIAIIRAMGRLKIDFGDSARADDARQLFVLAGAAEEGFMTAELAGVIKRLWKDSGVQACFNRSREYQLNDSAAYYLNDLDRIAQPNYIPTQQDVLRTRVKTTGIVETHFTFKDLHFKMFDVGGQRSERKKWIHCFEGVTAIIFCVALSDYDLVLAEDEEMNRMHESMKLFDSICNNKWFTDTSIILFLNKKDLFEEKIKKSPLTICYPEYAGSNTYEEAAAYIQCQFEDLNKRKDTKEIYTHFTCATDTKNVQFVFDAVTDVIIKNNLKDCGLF
SMN2 splice up = enhancers of SMN2 splice variant expression; HEK293 SMN2-luciferase splicing reporter, luminescence, 30-36 h; Potency, µM (series often up to 46.1 µM), without a hit: top-dose activity change, positive = activation, actives largely listed as activators; 210,000 tested, 2.8% active; AID 1458; also: % of control where 0% means no effect; nearly all actives have a fitted effect of over 55% in size
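HEK293 cells carry an SMN2 […]–luciferase reporter in which exon 7 inclusion puts luciferase in frame. Cells were plated 10-12 h before compound addition, then incubated 30-36 h at 37C. ONE-Glo luminescence was read; sodium butyrate at 4.5 mM final served as control.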
GAA glycogen mod = inhibitors or activators of human alpha-glucosidase glycogen cleavage. recombinant GAA, glycogen substrate, Amplex Red glucose oxidase fluorescence. Potency, µM (titrated, usually from 76.4 µM), inactives show at the highest dose activity change, negative = inhibition, actives largely listed as inhibitors. 300,000 tested, 0.38% active. P10253;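 also: 0% = full enzyme reaction and -100% = no-enzyme basal signal; the screen sought inhibitors and activators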
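Natural-substrate format: glycogen cleavage by 4 nM human enzyme, glucose read by Amplex Red coupling (Ex 573, Em 610 nm). Normalized to enzyme and no-enzyme controls.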
aGal spleen mod = inhibits or activates alpha-galactosidase in human spleen homogenate. P06280. human spleen homogenate, 4MU-alpha-Gal fluorescence, 40 min. Potency, µM (doses to about 80 µM), for inactives: at the top dose activity change, negative = inhibition, hits mostly inhibitors. 240,000 tested, 0.008% active. AID 2107;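 also: 0% = enzyme with vehicle and -100% = no enzyme basal signal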
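qHTS titration in buffer at pH 5.0. Alpha-galactosidase activity in spleen homogenate was measured via 4-methylumbelliferone release from 1 mM fluorogenic substrate after 40 min at 37C and a pH 10 stop. AC50 came from Hill fits of control-normalized data.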
ALDH1A1 block = inhibitors of human aldehyde dehydrogenase 1A1; P00352; Purified ALDH1A1, NADH fluorescence, propionaldehyde substrate; Potency, µM (doses to about 75.3 µM), for the others: top-dose activity, negative = inhibition, most hits filed as inhibitors; 220,000 tested, 7.3% active; active = well fitted inhibition curve with a large enough effect, not every such curve was filed as active; inconclusive = small, poorly fitted or top-dose-only effect, or another doubt; inactive = no such curve, though single readings can be large or run the other way;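 also: plate controls were no enzyme wells and a reference inhibitor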
Target sequence (P00352 whole entry, looked up): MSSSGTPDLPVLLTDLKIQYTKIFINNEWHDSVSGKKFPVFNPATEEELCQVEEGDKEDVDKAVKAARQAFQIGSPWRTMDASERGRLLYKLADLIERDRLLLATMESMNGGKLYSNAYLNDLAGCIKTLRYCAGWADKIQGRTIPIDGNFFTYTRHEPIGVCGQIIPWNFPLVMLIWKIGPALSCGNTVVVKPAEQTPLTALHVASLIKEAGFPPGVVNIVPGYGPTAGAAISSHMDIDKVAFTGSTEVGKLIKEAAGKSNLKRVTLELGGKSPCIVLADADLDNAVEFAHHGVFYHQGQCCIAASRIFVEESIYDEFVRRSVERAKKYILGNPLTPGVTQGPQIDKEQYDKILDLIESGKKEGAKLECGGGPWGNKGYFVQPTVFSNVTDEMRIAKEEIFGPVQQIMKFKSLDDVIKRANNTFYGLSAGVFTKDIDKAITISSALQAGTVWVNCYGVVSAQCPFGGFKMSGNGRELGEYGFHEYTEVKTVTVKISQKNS
GAA spleen mod = inhibitors or activators of human alpha-glucosidase in spleen homogenate; human spleen homogenate, 4-MU-alpha-glucoside fluorescence; Potency, µM (highest dose often 79.9 µM), for inactives: at the highest dose activity change, negative = inhibition, usual class: inhibitors; 240,000 tested, 0.006% active; AID 2112;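 also: 0% = enzyme with vehicle and -100% = no enzyme basal signal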
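AC50 values come from Hill-equation fits of concentration-response data, normalized to no-enzyme and full-activity controls. Enzyme source: 1 ug human spleen homogenate; 1 mM fluorogenic 4-MU glucoside, pH 5.0 citrate buffer, 37 C, 40 min.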
GAA inh = inhibitors of human lysosomal alpha-glucosidase. Potency, µM (titrated, usually from 76.9 µM), without a hit: at the highest dose activity change, negative = inhibition, hits mostly inhibitors. P10253. purified human GAA, 4-MU-alpha-glucoside fluorescence. 200,000 tested, 0.005% active;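 also: plate controls were uninhibited enzyme wells for no effect and no-enzyme background for full effect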
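Fluorogenic assay: 4 nM human alpha-glucosidase with 400 uM 4-methylumbelliferyl-alpha-D-pyranoside in 50 mM citrate/phosphate, 0.005% Tween-20, pH 5.0, 20 min at room temperature. Compounds tested up to 77 uM; AC50 from Hill fits.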
* = called active by the depositor; ? = inconclusive; . = no result given; & = joins results of further samples; [ ] = dose if it differs, or a comment. Unless noted, calls follow the shape of the dose curve; as a rule, active = well fitted curve in the direction sought with a large enough effect; inconclusive = small, poorly fitted or top-dose-only effect, or another doubt; inactive = no such curve, though single readings can be large; an effect the other way counts as inactive or inconclusive. Potency is read from the fitted curve at half-maximal effect. Not all compounds are listed, so the mix of outcomes need not match the whole.

entry | Structure | JMJD2E inh | GoLoco inh red | SMN2 splice up | GAA glycogen mod
1 | CS(=O)(=O)N1CCCC(C(=O)Nc2ccc3c(c2)OCCO3)C1 (stereo unspecified) | 5% | -2% | -14% | 4%
2 | CC(C)(C)c1cc(CCC(=O)N2CCNCC2)c(C(C)(C)C)cc1O | -2% | 2% | 8% | ?
3 | O=S(=O)(O)c1ccc(Nc2ncnc3c2ncn3[C@@H]2O[C@H](CO)[C@@H](O)[C@H]2O)cc1 | . | 0% | 10% | .
4 | COCCNC(=O)CN1C(=O)CSc2ncccc21 | -6% | 6% | 1% | -1%
5 | CC(=O)c1cnc2nc(C(F)(F)F)nn2c1C | -4% | 4% | . | 4%
6 | COC(=O)C(CCSC)NC(=O)CNS(=O)(=O)c1ccc(Cl)cc1 (stereo unspecified) | 4% | 1% | -13% | -13%
7 | Nn1c(SCc2cn3ccccc3n2)nnc1-c1ccncc1 | -6% | 8% | -2% | 2%
8 | O=C(CCCCCNC(=O)c1ccccc1Br)N=Nc1c(O)[nH]c2ccccc12 | -7% | 6% | -3% | -2%
9 | CC(C)Oc1ccc(C(=O)O)cc1 | 8% | 1% | . | 16%
10 | O=C(NCc1ccco1)c1cc2ccccc2o1 | 3% | -5% | 9% | -8%
11 | O=S(=O)(N/N=C/c1ccc(N2CCOCC2)cc1)c1ccc(Br)cc1 | ? | 13% | . | -20%
12 | CCOc1ccc(NC(=S)NCc2ccco2)cc1 | -4% | 2% | 32% | 7%

entry | aGal spleen mod | ALDH1A1 block | GAA spleen mod | GAA inh
1 | 5% | 4% | -1% | ?
2 | 1% | 14% | -4% | -7%
3 | -3% | 2% | 4% | .
4 | -3% | 5% | -10% | 9%
5 | -25% | ? | -6% | -4%
6 | 7% | -12% | -7% | ?
7 | -3% | 16% | -3% | 8%
8 | -6% | ? | -7% | 2%
9 | 3% | 4% | -2% | 0%
10 | 1% | 3% | -14% | -4%
11 | 6% | ? | 4% | -3%
12 | 3% | 10% | -15% | -4%

Additional compounds:
entry | Structure | JMJD2E inh | GoLoco inh red | SMN2 splice up | GAA glycogen mod
13 | CCOC(=O)N1CCN(S(=O)(=O)c2ccc(C(=O)Nc3nnc(C)o3)cc2)CC1 | ? | 5% | 3% | 12%
14 | CCc1nc2sccc2c(=O)[nH]1 | 6% | 6% | -6% | -14%
15 | CS(=O)(=O)N1CCSC1c1ccc(Br)cc1 (stereo unspecified) | 3% | 4% | . | -7%
16 | CC1(C)Cc2nc3nc(SCC(=O)NCc4ccccc4)n(-c4ccccc4)c(=O)c3cc2CO1 | -3% | 9% | 3% | 2%
17 | Cc1ccc(C)c(N=C2NC(=O)CS2)c1 | 1% | 5% | -15% | 8%
18 | COc1ccc(C(=O)C2CCCN(S(=O)(=O)c3cccnc3)C2)c(C)c1 (stereo unspecified) | -4% | 3% | . | 11%
19 | Cc1ccc(NC(=O)COC(=O)Cc2ccsc2)cc1S(=O)(=O)N(C)C | 1% | 1% | . | 6%
20 | CC(=O)c1ccc(Cc2ccc(C(C)=O)cc2)cc1 | 6% | -4% | 3% | 4%
21 | Cc1onc(-c2ccccc2)c1C(=O)Oc1cccnc1 | -6% | -3% | 4% | 4%
22 | Cc1ccc(SCC(=O)NC2CC3CCC(C2)N3C)cc1 (stereo unspecified) | 1% | 4% | . | 0%
23 | CCCCOC(=O)C(C)Nc1n[nH]c(=S)[nH]c1=O (stereo unspecified) | 2% | 5% | -1% | -1%
24 | O=C(CSc1nnnn1-c1ccc(F)cc1)Nc1nc2ccccc2s1 | -2% | 14% | -13% | 2%

entry | aGal spleen mod | ALDH1A1 block | GAA spleen mod | GAA inh
13 | -1% | 4% | 1% | 4%
14 | 2% | 6% | -24% | 1%
15 | 6% | . | 3% | .
16 | -5% | 3.5µM* | -5% | -3%
17 | 7% | 1% | -4% | 3%
18 | -3% | 1% | -3% | ?
19 | -10% | . | 6% | .
20 | -17% | 3% | 4% | -2%
21 | -4% | -7% | 3% | -2%
22 | 0% | . | 7% | .
23 | -2% | ? | -5% | ?
24 | 5% | 4% | 1% | 2%

Following part:
entry | Structure | JMJD2E inh | GoLoco inh red | SMN2 splice up | GAA glycogen mod
25 | CCc1ccc(C(=O)CN2C(=O)C(C)N(c3ccc(C)cc3)C2=O)cc1 (stereo unspecified) | 4% | -16% | -14% | -1%
26 | CCOC(=O)c1c(CC(C)C)csc1NC(=O)c1ccccc1C(=O)O | -14% | 3% | . | -4%
27 | CCOP(=O)(OCC)C(Nc1ccccc1)c1cccnc1 (stereo unspecified) | 7% | 0% | . | 1%
28 | COc1ccc(C2c3c(ccc4ccccc34)Oc3ncn4nc(-c5ccco5)nc4c32)cc1 (stereo unspecified) | 11% | 9% | -7% | 14%
29 | CCOC(=O)N1CCC(N2CCCC(C(=O)c3cccc(OC)c3)C2)CC1 (stereo unspecified) | -1% | 15% | . | 4%
30 | Cc1ccccc1C(=O)O | . | 4% | -2% | .
31 | O=C(c1cc(C(=O)N2CCOCC2)c2nc3ccccc3n2c1)c1cc(Cl)cc(Cl)c1O | -12% | -6% | . | -7%
32 | Cc1ccc(C)n1-n1c(C)nc2scc(-c3ccccc3)c2c1=O | -1% | 7% | -5% | -4%
33 | NC(=O)C1CCN(C(=O)CN2CCCc3ccccc32)CC1 | ? | 5% | 14% | -6%
34 | COc1ccc(OC)c(C2/C(=C(/O)c3ccccc3)C(=O)C(=O)N2Cc2ccco2)c1 (stereo unspecified) | -1% | -9% | 1% | 11%
35 | Cc1cccc(N/C(N)=N/c2nc(C)c(Cc3ccccc3)c(=O)[nH]2)c1 | -17% | 10% | -24% | 20%
36 | Cc1cc(C)cc(NC(=O)COC(=O)c2cc(=O)[nH]c(=O)[nH]2)c1 | 0% | 14% | 1% | -6%

entry | aGal spleen mod | ALDH1A1 block | GAA spleen mod | GAA inh
25 | -15% | 7% | 0% | 7%
26 | -7% | . | -5% | .
27 | 0% | . | -1% | .
28 | 3% | -7% | -3% | 3%
29 | 0% | . | 7% | .
30 | -9% | 7% | 1% | .
31 | -1% | . | 1% | .
32 | 5% | -1% | -1% | ?
33 | 5% | 20µM* | 1% | -3%
34 | -15% | -2% | -6% | -3%
35 | -1% | 8% | -5% | ?
36 | 4% | -2% | -17% | 8%

Complete entries as entered above. Order of screens: JMJD2E inh | GoLoco inh red | SMN2 splice up | GAA glycogen mod | aGal spleen mod | ALDH1A1 block | GAA spleen mod | GAA inh
Record of Cc1cccc(N/C(N)=N/c2nc(C)c(Cc3ccccc3)c(=O)[nH]2)c1 → -17% | 10% | -24% | 20% | -1% | 8% | -5% | ?
Record of CCOC(=O)N1CCC(N2CCCC(C(=O)c3cccc(OC)c3)C2)CC1 (stereo unspecified) → -1% | 15% | . | 4% | 0% | . | 7% | .

(further entries)
entry | Structure | JMJD2E inh | GoLoco inh red | SMN2 splice up | GAA glycogen mod
37 | Cc1sc(N(C(=O)CCc2ccccc2)c2ccc(C(=O)O)cc2)nc1-c1ccccc1 | -8% | 16% | . | -9%
38 | O=c1cc(CSc2nnc(COc3ccccc3)o2)c2ccccc2[nH]1 | -2% | 6% | 11% | 2%
39 | COc1ccc(NC(=O)Cn2nnc(C(=O)NCc3ccc4c(c3)OCO4)c2N)cc1 | 5% | 8% | 19%&22% | 2%
40 | COc1ccc(C(C(=O)NC(C)(C)C)N(C(=O)CNC(=O)c2cccs2)c2ccc(C(C)C)cc2)cc1OC (stereo unspecified) | -2% | 7% | -10% | -2%
41 | CC(=O)N(C(C)=O)c1nc(-c2ccccc2)cn1/N=C/c1ccccc1 | -5% | 4% | . | -8%
42 | CCOC(=O)C1=C(c2ccccc2)Nc2ncnn2C1c1cc(OC)ccc1OC (stereo unspecified) | 4% | 1% | -24% | -5%
43 | CCn1c(SCc2ccc(C)cc2)nnc1-c1nn(-c2ccccc2)ccc1=O | -1% | 11% | -12% | 2%
44 | O=S(=O)(NC1CCCCC1Oc1ccccc1)c1ccccc1 (stereo unspecified) | 5% | 10% | -16% | 14%
45 | CCn1c(NC(=O)c2ccco2)c(-c2ccccc2Cl)c(=O)c2ccccc21 | 2% | 1% | 4% | -9%
46 | COc1ccccc1NC(=O)CSc1nnc(-c2ccco2)n1Cc1ccco1 | -3% | 5% | -17% | 6%
47 | CC(C)(O)C#Cc1ccc(C(=O)N2CCN(c3ccccc3)CC2)cc1 | 1% | 8% | -9% | 4%
48 | COc1ccc(Cl)cc1-n1c(C)ccc1C | -9% | 13% | 29% | -21%

entry | aGal spleen mod | ALDH1A1 block | GAA spleen mod | GAA inh
37 | 5% | -9% | -1% | -3%
38 | 10% | 3% | -8% | -3%
39 | -3% | -2% | 1% | 1%
40 | -5% | -1% | -14% | -4%
41 | -1% | . | 2% | .
42 | -1% | 8% | -1% | -1%
43 | -2% | ? | 8% | -7%
44 | -14% | 16µM* | -9% | -7%
45 | 4% | 0% | -4% | -2%
46 | 1% | 3% | -2% | 1%
47 | -1% | 8% | 0% | 0%
48 | -1% | -2% | 4% | 1%

The listing continues.
entry | Structure | JMJD2E inh | GoLoco inh red | SMN2 splice up | GAA glycogen mod
49 | CCC1(O)CC2CN(CCc3c([nH]c4ccccc34)[C@@](C(=O)OC)(c3cc4c(cc3OC)N(C=O)C3[C@]45CCN4CC=C[C@@](CC)([C@@H](OC(C)=O)[C@]3(O)C(=O)OC)[C@H]45)C2)C1 (stereo partly specified) | -13% | -20% | -44%[inhibitor] | .
50 | COc1ccc(C(=O)CN(C(=O)c2ccc(Cl)cc2)N2C(=O)C3CCCCC3C2=O)cc1 (stereo unspecified) | -4% | -5% | -14% | -3%
51 | Cc1cc(=O)[nH]c(-c2ccc(C(F)(F)F)cc2)n1 | 2% | 2% | . | 2%
52 | CC(NC(=O)CCOc1ccccc1)c1ccccc1 (stereo unspecified) | -3% | 3% | -39%[inhibitor] | 9%

entry | aGal spleen mod | ALDH1A1 block | GAA spleen mod | GAA inh
49 | -8% | ? | 7% | .
50 | -3% | ? | 1% | -3%
51 | 0% | 2% | -11% | -1%
52 | 3% | 8% | 0% | -2%

3 of the entries above in order of their number in JMJD2E inh, smallest number first.
nr | compound | JMJD2E inh
48 | COc1ccc(Cl)cc1-n1c(C)ccc1C | -9%
38 | O=c1cc(CSc2nnc(COc3ccccc3)o2)c2ccccc2[nH]1 | -2%
14 | CCc1nc2sccc2c(=O)[nH]1 | 6%
